# CCT chaperon mod – modulators of cytosolic chaperonin (CCT/TRiC) activity; 360,000 tested, 0.3% active; purified chaperonin ATPase assay, HTRF ADP detection, 30 min; activity change, % (concentration not given with the values), hits read low; in the data active means activity change below about -30%; further: on the % scale 0 is the no-effect control and ±100 the full control effect
#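 We incubate TRiC, 40 or 20 nM final, with library compounds at 76 uM and 10 uM ATP for 30 min at 37 °C. ADP formed is detected with Transcreener HTRF reagents after 30 min at room temperature.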
# EPAC2 agonist – EPAC2 (human) agonism; Q8WZA2; 360,000 tested, 0.079% active; EPAC2 activation, biochemical qHTS; response scale: 100% = 6.5 mM cAMP response; Potency, µM (series often up to 154 µM), for the others: at the highest dose activation, hits mostly activators; further: potency means the concentration at half of the fitted maximal effect; nearly all actives have a fitted effect of over 50% in size
#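 In this primary screen, activation is scored as increased exchange of BODIPY-GDP from Rap1B by 100 nM EPAC2, with 50 uM GDP as competitor. Signal is normalized to the 6.5 mM cAMP agonist control.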
# WRN inhibitor – inhibitors of human WRN helicase; Potency, µM (top dose mostly 114 µM), for the others: at the highest dose activity change, negative = inhibition, most hits filed as inhibitors; AID 651768; WRN helicase unwinding, fluorescent forked duplex, kinetic; 360,000 tested, 0.46% active; further: potency means the concentration at half of the fitted maximal effect; on the % scale 0 is the no-effect control and ±100 the full control effect; nearly all actives have a fitted effect of over 55% in size
#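 Kinetic red-fluorescence monitoring (525/598 nm) tracks WRN helicase activity after 100 nM fluorophore-quencher forked duplex and 2 mM ATP are added to 20 nM enzyme pretreated 15 min at room temperature with compound.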
# PI5P4K alpha inh – PI5P4K alpha (human) kinase inhibition | PI5P4Kalpha enzyme, ADP-Glo luminescence, 60 min; active compounds read low | max response, % | 330,000 tested, 1.2% active; active means max response of -50% or lower; inconclusive means between -30% and -50%; inactive means -30% or higher; further: value at the top dose of about 77 µM; on the % scale 0 is the no-effect control and ±100 the full control effect
#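 Enzyme plus substrate dispensed, test compounds pinned in, then ATP (5 microM final) added. After 60 min at RT, ADP-Glo reagent 1 for 45 min and reagent 2 for 30 min preceded luminescence imaging.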
# EPAC1 ag – activates human EPAC1 exchange factor. Potency, µM (titrated, usually from 154 µM), inactives show at the highest dose activation, actives largely listed as activators. EPAC1 agonist qHTS, biochemical assay; response scale: 100% = response to 6.5 mM cAMP. 360,000 tested, 0.073% active. O95398; further: potency means the concentration at half of the fitted maximal effect; nearly all actives have a fitted effect of over 60% in size
# Target sequence (O95398 whole entry, looked up): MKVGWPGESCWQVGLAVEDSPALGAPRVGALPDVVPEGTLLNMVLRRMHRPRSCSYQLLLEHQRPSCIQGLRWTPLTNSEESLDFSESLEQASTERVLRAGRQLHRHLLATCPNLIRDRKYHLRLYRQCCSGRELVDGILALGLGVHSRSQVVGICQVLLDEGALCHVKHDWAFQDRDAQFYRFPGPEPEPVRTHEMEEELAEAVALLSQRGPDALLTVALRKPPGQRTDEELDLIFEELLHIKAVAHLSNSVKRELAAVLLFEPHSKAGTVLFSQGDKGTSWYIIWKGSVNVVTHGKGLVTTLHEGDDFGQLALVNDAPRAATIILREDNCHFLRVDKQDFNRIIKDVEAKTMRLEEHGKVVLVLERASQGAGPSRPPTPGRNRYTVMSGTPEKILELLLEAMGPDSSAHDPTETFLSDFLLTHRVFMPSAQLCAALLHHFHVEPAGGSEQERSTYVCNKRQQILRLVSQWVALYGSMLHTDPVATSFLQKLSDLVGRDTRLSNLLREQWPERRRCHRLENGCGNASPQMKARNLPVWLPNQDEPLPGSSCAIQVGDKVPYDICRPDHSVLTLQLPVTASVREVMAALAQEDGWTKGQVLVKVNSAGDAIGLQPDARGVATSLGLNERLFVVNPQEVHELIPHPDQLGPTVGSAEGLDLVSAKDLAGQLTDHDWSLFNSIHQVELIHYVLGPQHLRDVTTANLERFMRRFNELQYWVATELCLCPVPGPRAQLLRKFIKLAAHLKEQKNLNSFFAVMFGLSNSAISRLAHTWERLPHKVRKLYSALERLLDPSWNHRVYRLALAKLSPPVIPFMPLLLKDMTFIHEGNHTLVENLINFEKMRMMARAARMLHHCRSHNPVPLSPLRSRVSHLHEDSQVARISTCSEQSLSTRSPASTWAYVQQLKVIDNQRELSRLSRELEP
#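 Nucleotide exchange assay: 100 nM EPAC1 with 250 nM Rap1B loaded with BODIPY-GDP and 50 uM GDP, room temperature. Fluorescence (480/540 nm) read every 5 min for 30 min; signal change normalized to 6.5 mM cAMP as full agonist.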
# IL-2 act – IL-2 activation | 360,000 tested, 0.065% active | activation, % (series mostly up to about 46 µM) | IL-2 activation reporter assay, cell-based qHTS; stimulated with anti-CD3/CD4/CD28 beads; in transgenic mouse T cells; in the data active means activation above about 50%; inconclusive means mostly about 30% to 49%; further: 0% is about no effect
#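 Quantitative HTS in unstimulated transgenic mouse T cells, with memory T cells as non-tolerant control and PMA/ionomycin as tolerance-bypass control. Compound pretreatment lasted 60 minutes before 18 h bead stimulation; EGFP/DsRed fluorescence read.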
# PLK1 PBD inh – blocks phosphopeptide binding to human PLK1 polo-box domain; AID 720504; Plk1 PBD binding of FITC phosphopeptide, fluorescence polarization; Potency, µM, for inactives: max response, negative = inhibition, most hits filed as inhibitors; 360,000 tested, 2.8% active; further: potency means the concentration at half of the fitted maximal effect; series mostly up to about 57 µM; on the % scale 0 is the no-effect control and ±100 the full control effect; nearly all actives have a fitted effect of over 65% in size
# EPAC1 antagonist – blocks human EPAC1 exchange factor; Potency, µM (top dose mostly 115 µM), inactives show top-dose activity change, negative = inhibition, most hits filed as inhibitors; O95398; AID 720709; 360,000 tested, 0.14% active; EPAC1 GEF assay, Rap1b-BODIPY-GDP exchange fluorescence;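 further: potency means the concentration at half of the fitted maximal effect; plate controls were vehicle for no effect and positive control for full effect; nearly all actives have a fitted effect of over 50% in size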
# Active calls of the source: *; u = inconclusive; x = not tested or not shown; [ ] = another dose, or the depositor's remark. Unless noted, the call rests on the fitted dose curve; in most records, active means well fitted curve in the direction sought with a large enough effect; inconclusive means small, poorly fitted or top-dose-only effect, or another doubt; inactive means no such curve, though single readings can be large; an effect the other way counts as inactive or inconclusive. This is a subset, so the mix of outcomes need not match the whole.
SMILES,CCT chaperon mod,EPAC2 agonist,WRN inhibitor,PI5P4K alpha inh,EPAC1 ag,IL-2 act,PLK1 PBD inh,EPAC1 antagonist
COc1ccc(/C=N/NC(=O)c2nc(-c3ccccc3)n(-c3ccccc3)n2)cc1,1.3,0%,-23%,1,10%,0.0,-3%,-1%
CC(=O)Oc1ccc2c(=O)c(-c3ccccc3)coc2c1,-4.0,10%,-9%,-12,6%,-0.7,-15%,-10%
CC(=O)N(/N=C1\Sc2ccccc2C1=O)c1ccccc1C,-1.8,-3%,-8%[57.1 µM],-3,-4%,-3.8,25%,-15%
COc1ccc(CCN(C)C(=O)CN2C(=O)c3ccccc3S2(=O)=O)cc1OC,-1.6,1%,0%,1,0%,-1.7,u,-5%
N#Cc1ccccc1-n1c(N)c(C(=O)N2CCCC2)sc1=S,0.4,0%,-29%,-30,2%,-0.6,4.2µM*,-10%
Cc1cc(C)c(S(=O)(=O)N2CCN(C(=O)C(C)Cn3nc(C)nc3C)CC2)c(C)c1 (centres undefined),0.7,3%,-1%[57.1 µM],-3,10%,-0.7,-1%,-3%
O=C(COc1ccccc1)Nc1cccc(-c2nnc(-c3ccccc3)o2)c1,-2.5,3%,4%,-2,10%,-2.8,2%,-1%
OC[C@@H]1CN(Cc2ccco2)C[C@H](n2cnc3c(NC4CCC4)ncnc32)O1,-3.1,4%,-5%,-21,0%,0.5,-4%,5%
Cc1ccc(CC(=O)Nc2ccc(S(=O)(=O)N3CCOCC3)cc2)cc1,-1.5,7%,1%,1,-6%,-0.3,-11%,-19%
O=c1[nH]c2ccc(NC(=S)Nc3ccccc3Cl)cc2[nH]1,-2.2,12%,-7%,-9,10%,0.8,-11%,2%
CCC(C)[C@@H](NC(=O)OC(C)(C)C)c1nnc(S(=O)(=O)Cc2cccc(C)c2)o1 (some centres undefined),0.0,-1%,u,11,3%,-0.4,8.4µM*,0%
CC(C)S(=O)(=O)N1CCCC(C(=O)c2cccc(Cl)c2)C1 (centres undefined),0.1,8%,4%,-10,-8%,-5.8,-8%,-6%
CC(C)Oc1ccc(C2NC(=O)c3ccccc3O2)cc1 (centres undefined),-1.8,14%,u,6,1%,-0.9,-15%,-22%
Cc1ccc(COc2ccc(C(=O)NN)cc2)cc1,-1.2,-2%,-17%,-3,-8%,0.3,54%[activator],-10%
Cc1ccc(OCC(=O)NNC(=O)CSc2ncc(C#N)c(N)n2)cc1,1.0,5%,-18%,-17,-5%,-1.6,-7%,-9%
Cc1ccc(C(C(=O)NCc2ccco2)N(Cc2ccco2)C(=O)CNC(=O)c2ccco2)cc1 (centres undefined),-2.2,-3%,1%,-2,8%,-0.1,u,0%
O=C(Nc1ccncc1)c1cc(-c2cccc(Br)c2)nc2ccccc12,1.1,9%,-9%,7,7%,-1.9,-2%,-21%
CCc1ccc(C(=O)NCc2cnn(C)c2)s1,-0.2,5%,1%[57.1 µM],0,0%,-0.3,4%,-9%
CCN(CC)CCNS(=O)(=O)c1ccc(Cl)cc1,2.4,4%,3%,-2,-4%,0.2,-4%,8%
Cc1ccc(S(=O)(=O)Nc2cc(C(F)(F)F)ccc2N2CCOCC2)cc1C,0.6,-14%,-10%,3,-4%,-0.5,-9%,-18%
CCCCCCSc1ccc(-c2nc3ccc(Cl)cn3c2NC2CCCCC2)cc1,1.1,0%,-1%,4,-4%,-1.6,-5%,13%
O=C(Cc1ccccc1)N/N=C/c1cc(Br)cs1,2.0,-3%,-9%,2,0%,0.3,-3%,0%
C=C1CC2(OC1=O)c1ccccc1CCc1ccccc12,-5.2,7%,u,-1,-5%,-6.7,0%,-6%
COC(=O)c1c[n+]([O-])ccc1OC,-3.2,-4%,3%,1,-13%,0.5,-1%,3%
CN(C)S(=O)(=O)c1cccc(NC(=O)c2cccc(S(=O)(=O)N3CCc4ccccc43)c2)c1,1.1,22%,0%,2,13%,-0.2,-10%,-4%

# Other structures:
SMILES,CCT chaperon mod,EPAC2 agonist,WRN inhibitor,PI5P4K alpha inh,EPAC1 ag,IL-2 act,PLK1 PBD inh,EPAC1 antagonist
CCOC(=O)N1CCC(NC(=O)C2CCCN(Cc3nc(-c4cccc(C)c4)oc3C)C2)CC1 (centres undefined),1.1,-6%,-3%,0,13%,-3.0,-2%,-2%
O=C(CSc1nccn1-c1cccc(Cl)c1)Nc1ccc2c(c1)OCCO2,0.2,12%,-3%,-2,-5%,-2.0,-8%,-25%
O=C(NCc1ccccc1)c1cc(C2COCCN2C(=O)C2CC2)on1 (centres undefined),1.9,4%,5%[57.1 µM],-2,-12%,0.7,-21%,-23%
CC(C)Oc1ccc(CC2CCC(=O)N(C)C2=O)cc1 (centres undefined),-1.9,16%,0%,-5,0%,1.1,-9%,-26%
CC(C)(C)c1ccc(C(=O)OCCNC(=O)c2c(Cl)nc3ccccn23)cc1,0.9,6%,-22%,9,15%,-2.6,2%,-27%
C=Cn1cc[n+](CC(=O)c2ccc(OC)cc2)c1,-1.0,6%,-29%,-6,6%,0.5,-9%,8%
CCCC(C)NC1=NCCCCC1 (centres undefined),-2.4,17%,-5%,x,8%,0.1,-6%,7%
Cc1ccc(-c2nnn(CCC(=O)N3CCCCC3C)n2)cc1 (centres undefined),1.2,9%,-9%[57.1 µM],x,6%,-3.4,-9%,0%
FC(F)(F)c1cnc(COc2cc(Cl)cc(Cl)c2)c(Cl)c1,-1.1,8%,8%,-1,10%,0.0,-15%,-4%
COc1cccc(C(=O)OCC(=O)Nc2nnc(-c3ccccc3)o2)c1,-1.1,2%,-13%,-17,-2%,-0.8,1%,-4%
CCN(C(=O)CN1C(=O)S/C(=C\c2cccc(OC)c2)C1=O)C1CCS(=O)(=O)C1 (centres undefined),-0.8,-3%,-4%,2,-11%,-3.1,u,-15%
C/C(=N\Nc1nc2ccccc2[nH]1)c1ccc2c(c1)OCCO2,-17,11%,-11%,u,15%,-0.8,-16%,-20%
COCCCn1c(SCC(=O)n2c(C)c(C)c3ccccc32)nnc1-c1ccoc1C,-1.5,-9%,-10%,0,6%,-2.9,-16%,3%
COCCCNC(=O)C1CCN(C(=O)c2oc3cc4sc(N(C)C)nc4cc3c2C)CC1,-1.2,-5%,-1%,-3,3%,-1.9,-10%,13%
COc1ccccc1C1NC(=O)NC(C)=C1C(=O)OCc1ccccc1 (centres undefined),-0.1,-2%,-21%,5,-2%,-0.7,-4%,-22%
CCC(=O)Nc1nnc(S(=O)(=O)N(C)Cc2ccco2)s1,0.0,0%,-1%,-9,10%,0.4,27µM*,-9%
COc1ccccc1-c1nnc(SCC(=O)N2CCC(C)CC2)o1,4.5,2%,-9%,-4,0%,-2.9,-2%,-4%
CC(=O)Nc1ccc(S(=O)(=O)N2CCN(CC(=O)N3CCOCC3)CC2)cc1,0.5,6%,-23%,-3,7%,2.5,-1%,15%
NS(=O)(=O)c1ccc(NC(=S)Nc2ccc(S(=O)(=O)N3CCCC3)cc2)cc1,0.0,7%,-6%,3,9%,0.8,u,-4%
CCOc1cc(C(=O)NC(C)CC)cc(OCC)c1OCC (centres undefined),1.4,-2%,-5%,0,-3%,-1.3,3%,3%
O=C(C[C@H]1C/C=C\CC[C@H](Cc2ccc(F)cc2)C(=O)OC[C@H]2CCCN2C1=O)N[C@H](CO)Cc1ccccc1,-1.6,-11%,-5%,-2,-5%,-0.8,5%,-1%
COc1ccc(Cl)cc1S(=O)(=O)N1CCC(C(=O)NC2CCCC2)CC1,-0.7,8%,7%,2,-12%,-2.6,-2%,0%
CN=C1S/C(=C\c2ccc(OCC(=O)OC)c(OC)c2)C(=O)N1C,-3.0,6%,1%,-3,-3%,0.0,-4%,19%
COCCNCC(=O)N1CCCCCC1,-1.3,1%,8%,-9,6%,-0.3,-14%,-11%
O=C(COc1ccc2ccccc2c1)Nc1ccc(S(=O)(=O)N2CCCCCC2)cc1,-2.7,5%,3%,-8,-4%,-4.8,-3%,1%
COC(=O)c1cc2oc3ccccc3c2n1CC(=O)N1CCCc2ccccc21,0.5,13%,-9%,x,12%,0.1,-6%,-26%
CCOc1cc(-c2noc(CCC(=O)NCCc3ccccc3)n2)ccc1OC,-6.9,7%,-15%,8,1%,-1.0,-6%,0%
O=C(NC12CC3CC(CC(C3)C1)C2)C1=COCCO1,0.3,-3%,10%,-2,2%,2.9,-7%,12%
COC(=O)c1c(-c2ccc3ccccc3c2)csc1NC(=O)Cc1ccc(OC)c(OC)c1,-2.2,15%,-4%,1,7%,-0.5,-11%,8%
COc1ccc(C2(CNC(=O)C(c3ccccc3)c3ccccc3)CCOCC2)cc1OC,0.8,-15%,-6%[57.1 µM],x,-4%,-1.6,0%,8%

# 9 successive compounds out of the list so far:
SMILES,CCT chaperon mod,EPAC2 agonist,WRN inhibitor,PI5P4K alpha inh,EPAC1 ag,IL-2 act,PLK1 PBD inh,EPAC1 antagonist
COc1ccc(Cl)cc1S(=O)(=O)N1CCC(C(=O)NC2CCCC2)CC1,-0.7,8%,7%,2,-12%,-2.6,-2%,0%
CN=C1S/C(=C\c2ccc(OCC(=O)OC)c(OC)c2)C(=O)N1C,-3.0,6%,1%,-3,-3%,0.0,-4%,19%
COCCNCC(=O)N1CCCCCC1,-1.3,1%,8%,-9,6%,-0.3,-14%,-11%
O=C(COc1ccc2ccccc2c1)Nc1ccc(S(=O)(=O)N2CCCCCC2)cc1,-2.7,5%,3%,-8,-4%,-4.8,-3%,1%
COC(=O)c1cc2oc3ccccc3c2n1CC(=O)N1CCCc2ccccc21,0.5,13%,-9%,x,12%,0.1,-6%,-26%
CCOc1cc(-c2noc(CCC(=O)NCCc3ccccc3)n2)ccc1OC,-6.9,7%,-15%,8,1%,-1.0,-6%,0%
O=C(NC12CC3CC(CC(C3)C1)C2)C1=COCCO1,0.3,-3%,10%,-2,2%,2.9,-7%,12%
COC(=O)c1c(-c2ccc3ccccc3c2)csc1NC(=O)Cc1ccc(OC)c(OC)c1,-2.2,15%,-4%,1,7%,-0.5,-11%,8%
COc1ccc(C2(CNC(=O)C(c3ccccc3)c3ccccc3)CCOCC2)cc1OC,0.8,-15%,-6%[57.1 µM],x,-4%,-1.6,0%,8%

# From PubChem
